Screens: PubChem BioAssay, Sanford-Burnham Center for Chemical Genomics
mIAP activ – increases mouse intestinal alkaline phosphatase activity; muIAP, CDP-Star luminescence, 30 min; stronger effect = higher value; 1 = vehicle-only enzyme signal, 0 = enzyme-free wells; AID 2805; 330,000 compounds, 0.24% hits; activation factor at 10 µM;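 active means activation factor of at least 2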; further: the source names both 10 and 20 µM as test concentration; values of inactives mirror those of a sister screen read the other way
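System: mouse IAP enzyme. Reagent: CDP-Star chemiluminescent phosphatase substrate. Benchmarks: DMSO wells, no-enzyme wells. Times: 30 min enzyme-substrate-compound incubation at room temperature. Detection: luminescence from enzymatic CDP-Star hydrolysis. Doses: test compounds delivered from DMSO solution.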
NLRP3 yeast inh – blocks the NALP3 inflammasome reconstituted in yeast; 330,000 compounds, 0.39% hits; Yeast reconstituted NLRP3/ASC/caspase-1, beta-gal luminescence, 24 h; inhibition, % at 10 µM;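 active means inhibition of 50% or more; inactive means inhibition below 50%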;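 further: plate controls were induced DMSO wells for no effect and uninduced yeast grown without galactose for full effect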
beta cell repl – MIN6 beta-cell proliferation induction. MIN6 cells proliferation, ATPlite luminescence, 48 h; cells starved in 0.2% serum; 100% = growth in 10% serum. proliferation, % at 10 µM. 330,000 compounds, 0.29% hits. AID 2380;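 active means compounds whose signal lies at least 3.5 SD above the mean of all wells on their plate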;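 further: 0% = DMSO-treated cells in low-serum medium and 100% = 10% serum control; some compounds called inactive have numbers as strong as hits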
hIAP act – increases human intestinal alkaline phosphatase activity. P09923. purified human IAP, CDP-Star luminescence, 30 min; stronger effect = higher value; 1 = vehicle-only enzyme, 0 = enzyme-free background. activation factor at 10 µM. 330,000 compounds, 0.16% hits;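 active means activation factor of the enzyme at least 2-fold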; further: the source names both 10 and 20 µM as test concentration; values of inactives mirror those of a sister screen read the other way
Target sequence (P09923 whole entry, looked up): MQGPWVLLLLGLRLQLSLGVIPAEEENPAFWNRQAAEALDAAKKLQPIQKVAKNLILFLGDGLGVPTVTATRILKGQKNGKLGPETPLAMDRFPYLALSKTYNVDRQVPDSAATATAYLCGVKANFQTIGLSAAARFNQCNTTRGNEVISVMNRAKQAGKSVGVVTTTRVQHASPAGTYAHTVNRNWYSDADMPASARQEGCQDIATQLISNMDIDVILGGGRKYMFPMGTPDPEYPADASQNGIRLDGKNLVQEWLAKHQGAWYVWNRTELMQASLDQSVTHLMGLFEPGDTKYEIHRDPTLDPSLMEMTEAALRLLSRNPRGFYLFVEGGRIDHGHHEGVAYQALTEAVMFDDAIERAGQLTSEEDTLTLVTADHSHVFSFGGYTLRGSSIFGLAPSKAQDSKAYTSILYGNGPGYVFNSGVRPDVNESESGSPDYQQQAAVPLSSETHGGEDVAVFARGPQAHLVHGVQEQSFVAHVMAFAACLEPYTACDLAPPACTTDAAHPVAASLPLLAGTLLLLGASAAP
mIAP inh – mouse IAP inhibition; purified mouse IAP, CDP-Star luminescence, 30 min; inhibition, % at 10 µM; 330,000 compounds, 0.2% hits; AID 2806;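 active means inhibition of at least 40% at 10 µM in the primary screen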;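 further: plate controls were DMSO with enzyme for no effect and no enzyme wells for full effect; values of inactives mirror those of a sister screen read the other way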
APOBEC3A inh – blocks human APOBEC3A ssDNA deamination; 330,000 compounds, 0.41% hits; inhibition, % at 20 µM; P31941; recombinant A3A, FAM/TAMRA ssDNA deamination fluorescence;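 active means at least 40% inhibition at 20 µM here, with at most 30% in a related deaminase screen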;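 further: plate controls were A3A with DMSO for no effect and wells lacking A3A enzyme for full effect; some results filed as inactive read as strong as hits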
Target sequence (P31941 whole entry, looked up): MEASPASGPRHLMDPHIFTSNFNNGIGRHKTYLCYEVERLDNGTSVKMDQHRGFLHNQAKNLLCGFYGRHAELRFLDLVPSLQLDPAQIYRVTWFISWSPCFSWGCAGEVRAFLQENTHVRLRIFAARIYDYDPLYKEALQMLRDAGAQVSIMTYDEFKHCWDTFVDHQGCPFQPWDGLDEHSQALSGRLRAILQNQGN
A3G deaminase – APOBEC3G (human) deaminase inhibition | Q9HC16 | recombinant A3G, ssDNA deamination FAM/TAMRA fluorescence | AID 493012 | inhibition, % at 20 µM | 330,000 compounds, 0.28% hits;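 active means inhibition of at least 40% at 20 µM, with no more than 30% in the related APOBEC3A deaminase screen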;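 further: plate controls were DMSO wells with A3G for no effect and wells lacking A3G enzyme for full effect; some compounds called inactive have numbers as strong as hits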
SENP1 inh – blocks the human SENP1 SUMO protease catalytic domain; recombinant SENP1 catalytic domain, CyPet-SUMO1-YPet FRET cleavage; 360,000 compounds, 0.21% hits; inhibition, % at 10 µM; AID 624204; Q9P0U3;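 active means inhibition at least 30% at 10 µM, raw YFP signal under a set limit, fluorescence ratio 0.5 to 1.5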;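 further: 0% = enzyme with DMSO and 100% = no enzyme wells; some results filed as inactive read as strong as hits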
Target sequence (Q9P0U3 419-644 limits assumed): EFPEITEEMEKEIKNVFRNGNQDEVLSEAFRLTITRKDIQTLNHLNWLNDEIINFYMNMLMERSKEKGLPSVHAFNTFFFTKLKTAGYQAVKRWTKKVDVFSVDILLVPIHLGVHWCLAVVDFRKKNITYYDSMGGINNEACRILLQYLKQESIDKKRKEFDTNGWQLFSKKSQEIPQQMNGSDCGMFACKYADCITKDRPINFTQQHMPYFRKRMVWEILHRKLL
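Assay system: hSENP1 catalytic domain, recombinant. Amount: SENP1 enzyme, 20 pM final. Schedule: 50 min reaction, RT, dark. Technique: FRET, CFP and YFP emission. Control set: no-enzyme wells low, DMSO-plus-enzyme wells high control.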
hIAP block – human IAP inhibition | inhibition, % at 10 µM | AID 2544 | purified IAP, CDP-Star luminescence, 30 min | P09923 | 330,000 compounds, 0.12% hits;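 active means inhibition reaching a set limit with compound at 10 µM in the primary screen, cut at about 35% in these data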;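 further: plate controls were DMSO wells with enzyme for no effect and no-enzyme buffer wells for full effect; values of inactives mirror those of a sister screen read the other way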
* hit, by the source's call; nt = no result given.

SMILES	mIAP activ	NLRP3 yeast inh	beta cell repl	hIAP act	mIAP inh	APOBEC3A inh	A3G deaminase	SENP1 inh	hIAP block
Cc1csc(=O)n1CCC(=O)OCC(=O)N(CC(C)C)c1c(N)n(Cc2ccccc2)c(=O)[nH]c1=O	1	14	-3	0.98	-1	7	-5	-9	2
COc1ccc(S(=O)(=O)N2CCCOC2CNC(=O)C(=O)NCc2ccco2)cc1C (configuration not stated)	1	6	-2	0.79	-4	1	1	-3	21
CCOC(=O)C1CCCN(C(=O)c2cccc(S(=O)(=O)N(C)c3c(C)n(C)n(-c4ccccc4)c3=O)c2)C1 (configuration not stated)	1	9	-1	1.2	-1	-1	-5	0	-16
CCc1c(C)nc2ncnn2c1N1CCN(S(=O)(=O)c2ccc(OC)cc2)CC1	1	-9	-4	0.88	0	-4	-2	1	12
Cc1ccnc(NC(=O)CCC(=O)N(CC(=O)NCc2ccccc2)Cc2ccccc2)c1	0.96	20	-3	0.98	4	1	3	1	2
CSc1ccccc1NC(=O)c1ccc(N2CC3CC(C2)c2cccc(=O)n2C3)c(NC(=O)c2cccnc2)c1 (configuration not stated)	0.98	1	-3	1.1	2	-5	-9	-1	-8
COc1c(Cl)cc(Cl)cc1/C=N/n1cnnc1	1	-6	-2	1	-2	-2	-5	22	0
COc1cc(Cl)cc(CN2CCC(CCC(=O)NC3CC3)CC2)c1OC	0.99	18	-1	0.92	1	2	-4	1	8
COc1cc2c(cc1OC)C(Nc1ccc(S(N)(=O)=O)cc1)=NC(C)(C)C2	0.98	-1	-1	0.91	2	4	1	-1	9
O=C(NCCc1ccccn1)c1n[nH]c(=O)c2ccccc12	0.94	2	1	0.97	6	-1	-5	1	3

Some of these compounds in order of their number in APOBEC3A inh, lowest first:
mol | APOBEC3A inh
COc1c(Cl)cc(Cl)cc1/C=N/n1cnnc1 | -2
O=C(NCCc1ccccn1)c1n[nH]c(=O)c2ccccc12 | -1
Cc1ccnc(NC(=O)CCC(=O)N(CC(=O)NCc2ccccc2)Cc2ccccc2)c1 | 1
COc1cc(Cl)cc(CN2CCC(CCC(=O)NC3CC3)CC2)c1OC | 2

The list continues.
SMILES	mIAP activ	NLRP3 yeast inh	beta cell repl	hIAP act	mIAP inh	APOBEC3A inh	A3G deaminase	SENP1 inh	hIAP block
COc1cccc(O)c1CN1CCC(Oc2ccc(C(=O)NCc3ccccn3)cc2)CC1	0.98	17	-3	1.3	2	-7	-4	0	-28
CC1CCCC(NC(=O)CN2CCN(S(=O)(=O)c3ccc(Br)s3)CC2)C1C (configuration not stated)	1	7	-3	1.1	-3	1	-4	1	-8
NC(=O)c1ccc(Oc2ccc3ccc(=O)oc3c2)c([N+](=O)[O-])c1	1	9	0	0.97	-1	13	-7	-15	3
C/C(=N\Nc1ccc(Cl)c(C(=O)O)c1)c1ccccn1	0.99	-16	1	0.98	1	2	-7	1	2
Cc1c(C)n(CCc2ccccc2)c2ncnc(NN)c12	1	5	-3	0.99	0	-6	-6	-1	1
CC1C(=O)Nc2ccc(S(=O)(=O)Nc3ccccc3Br)cc2NC1=O (configuration not stated)	0.82	-11	0	0.94	18	1	-4	0	6
Cc1cc(OC(C)C(=O)NCC2CCC(C(=O)O)CC2)c2c(C)c(C)c(=O)oc2c1 (configuration not stated)	0.94	-10	2	0.83	6	-4	-10	-1	17
Cc1ccccc1CS(=O)(=O)CCC(=O)NCc1ccc(F)cc1Cl	1	3	-3	1.3	-4	-1	-2	3	-30
Cc1cccc(CSc2ncnc3c2cnn3Cc2ccccc2)c1	0.93	13	-5	0.9	7	1	-3	2	10
Cn1c(SCC(=O)NC(=O)NCc2ccccc2)nnc1C(F)(F)F	0.95	7	-5	0.91	5	-5	-12	2	9

Another view of part of the listing above.
Second line of a record – mIAP activ, NLRP3 yeast inh, beta cell repl, hIAP act, mIAP inh, APOBEC3A inh, A3G deaminase, SENP1 inh, hIAP block
> O=C(NCCc1ccccn1)c1n[nH]c(=O)c2ccccc12
 : 0.94, 2, 1, 0.97, 6, -1, -5, 1, 3
> COc1cccc(O)c1CN1CCC(Oc2ccc(C(=O)NCc3ccccn3)cc2)CC1
 : 0.98, 17, -3, 1.3, 2, -7, -4, 0, -28
> CC1CCCC(NC(=O)CN2CCN(S(=O)(=O)c3ccc(Br)s3)CC2)C1C (configuration not stated)
 : 1, 7, -3, 1.1, -3, 1, -4, 1, -8
> NC(=O)c1ccc(Oc2ccc3ccc(=O)oc3c2)c([N+](=O)[O-])c1
 : 1, 9, 0, 0.97, -1, 13, -7, -15, 3

Continued:
SMILES	mIAP activ	NLRP3 yeast inh	beta cell repl	hIAP act	mIAP inh	APOBEC3A inh	A3G deaminase	SENP1 inh	hIAP block
CCC(C)(C)C1CCC(=NNC(=O)c2ccoc2C)CC1 (configuration not stated)	1	13	-2	1.1	-1	3	0	3	-10
COc1ccc(-c2noc(CCC(=O)NCc3cccnc3)n2)cc1OC	0.96	5	-1	0.96	4	2	1	2	4
O=C(CNC(=O)c1ccc(Cl)cc1Cl)Nc1ccc(F)cc1	0.98	12	-1	1	2	6	4	3	-2
CCOc1cccc(NC(=O)/C(C#N)=C\c2cccnc2)c1	0.97	1	-1	0.95	3	2	-4	1	5
CC(C)c1nc(C(=O)N2CCc3c([nH]c4ccccc34)C2c2ccccn2)cs1 (configuration not stated)	0.9	7	-3	1.1	10	-1	-6	-2	-6
CCCn1c(CN(C)Cc2ccccc2)nc2c1c(=O)n(C)c(=O)n2C	0.99	14	-3	1	1	-2	-2	-3	-2
Cn1c(=O)c2ccccc2n(CC(=O)Nc2ccc3c(c2)OCCO3)c1=O	0.92	13	0	1	8	-3	-9	-3	-4
CCCOc1cccc(-c2cc(-c3n[nH]c(=S)n3CC)c3ccccc3n2)c1	0.91	37	-6	0.87	9	0	-8	3	13
CCOC(=O)C1CCCN(C(=O)COc2ccc(C(=O)c3ccc(F)cc3)cc2)C1 (configuration not stated)	0.92	15	-1	1	8	-4	-6	3	0
N#Cc1c(NCc2ccccc2)ccnc1Cl	1	0	4	1.1	-2	-2	-6	0	-8
CCC1CCCCN1S(=O)(=O)c1ccc(S(=O)(=O)N2CCN(S(=O)(=O)CC)CC2)cc1 (configuration not stated)	0.91	9	3	0.82	9	3	4	1	18
CCCOc1ccccc1N/C(=N\S(=O)(=O)c1ccc(C)cc1)Nc1nc(C)cc(C)n1	0.97	6	2	0.99	3	0	-1	1	1
CC1CCCN(C(=O)Nc2ccc(Br)cc2Cl)C1 (configuration not stated)	1	30	1	1	-2	-8	-7	2	-4
C=CCC[C@@H](Cc1ccc(F)cc1)C(=O)OC[C@H](C)NC(=O)[C@H](CC=C)CC(=O)N(CCO)Cc1ccccc1	0.94	19	-4	1.4	6	-2	-8	-1	-39
CN(C)C(=O)c1ccc(NC(=O)COC(=O)/C=C/c2cccs2)cc1	1.1	5	1	0.95	-7	-4	-7	2	5
O=C1C2CCCN2C(c2cccs2)N1c1ccc(Cl)cc1 (configuration not stated)	1.1	18	4	1	-7	-1	-3	-4	-1
O=[N+]([O-])c1cccc2ccc(/C=C/c3ccc(C(F)(F)F)cc3)nc12	0.87	20	0	0.87	13	1	-3	1	13
Cc1cc(N2C(=O)c3ccccc3C2=O)n(C)n1	0.97	6	-1	1	3	-1	-4	-4	0
COc1cc(/C=C2\Oc3cc(O)ccc3C2=O)ccc1O	0.8	0	-3	0.55	20	-3	-7	-21	46*
COc1cc(C(c2nnnn2C2CCCC2)N2CCc3ccccc3C2)ccc1O (configuration not stated)	1	5	-2	1.3	-3	-4	-4	4	-27
CC(=O)N1c2ccc(S(=O)(=O)N3CCC(C(=O)N4CCCC(C)C4)CC3)cc2CC1C (configuration not stated)	0.98	1	0	1.3	2	-1	-2	-1	-27
Cc1nc(NCCCO)c(C#N)c2c1COC(C)(C)C2	1	10	-3	1.1	-1	2	2	2	-12
O=C(Nc1cccc(-c2nnn(CC(=O)N3CCc4ccccc4C3)n2)c1)C1CCC1	1.2	15	-1	0.91	-23	-1	-3	2	9
S=c1nc(-c2sccc2OCc2ccc(Cl)cc2Cl)[nH][nH]1	0.96	22	-3	1.6	4	-4	-6	2	-55
O=C(CCc1ccccc1)NNC(=S)NC(=O)c1ccc(Cl)cc1	0.86	22	-4	1.3	14	-6	5	nt	-26
CN(C)c1cccc2c1c(NC(=O)Nc1ccc(F)cc1F)nn2C	1	22	-2	0.97	-3	-3	-5	2	3
N=c1c(C(=O)NCc2ccco2)cc2c(=O)n3ccccc3nc2n1CC1CCCO1 (configuration not stated)	0.94	-2	1	0.93	6	7	5	-23	8
COCc1ccccc1C1=CC(=O)C[C@H](c2ccc(F)cc2)C1	1.1	16	-3	1.1	-10	-1	-3	1	-10
Cn1cnnc1SCC(=O)c1cc2ccccc2oc1=O	1	14	1	1.3	-1	-3	-5	-29	-26
CCOc1ccccc1NC(=O)Cn1nnc(C(=O)NCc2ccco2)c1N	0.99	10	-2	0.84	1	7	0	0	16
Cc1ccccc1N1C(=O)Cc2ccccc2C1=O	1	11	-2	1.1	-4	0	-6	-2	-6
O=C(CN1C(=O)NC(c2ccccc2)(c2ccccc2)C1=O)N1CCOCC1	0.98	3	-1	0.95	2	-3	-8	-1	5
O=C(C1=C(Nc2ccccc2)c2ccccc2S(=O)(=O)N1)c1ccccc1	0.83	11	-1	0.87	17	-5	-5	49*	13

Structures above that contain a cyano group (3):
SMILES	mIAP activ	NLRP3 yeast inh	beta cell repl	hIAP act	mIAP inh	APOBEC3A inh	A3G deaminase	SENP1 inh	hIAP block
CCOc1cccc(NC(=O)/C(C#N)=C\c2cccnc2)c1	0.97	1	-1	0.95	3	2	-4	1	5
N#Cc1c(NCc2ccccc2)ccnc1Cl	1	0	4	1.1	-2	-2	-6	0	-8
Cc1nc(NCCCO)c(C#N)c2c1COC(C)(C)C2	1	10	-3	1.1	-1	2	2	2	-12

Some of the compounds tested; count on the stated rates, not on these rows.
